FH mod: Identification of activators of human fumarate hydratase by quantitative high-throughput screening; Fumarate hydratase, mitochondrial (Homo sapiens), P07954; FH coupled MDH/diaphorase resazurin fluorescence, 15 min; Potency, µM (top dose mostly 79.9 µM), for the others: top-dose activity change, negative = inhibition, usual class: inhibitors; actives 0.22% (n = 54,000); AID 1347055, 2019; also: the screen sought activators but most active calls are inhibition curves; nearly all actives have a fitted effect of over 45% in size
Target sequence (P07954 whole entry, looked up): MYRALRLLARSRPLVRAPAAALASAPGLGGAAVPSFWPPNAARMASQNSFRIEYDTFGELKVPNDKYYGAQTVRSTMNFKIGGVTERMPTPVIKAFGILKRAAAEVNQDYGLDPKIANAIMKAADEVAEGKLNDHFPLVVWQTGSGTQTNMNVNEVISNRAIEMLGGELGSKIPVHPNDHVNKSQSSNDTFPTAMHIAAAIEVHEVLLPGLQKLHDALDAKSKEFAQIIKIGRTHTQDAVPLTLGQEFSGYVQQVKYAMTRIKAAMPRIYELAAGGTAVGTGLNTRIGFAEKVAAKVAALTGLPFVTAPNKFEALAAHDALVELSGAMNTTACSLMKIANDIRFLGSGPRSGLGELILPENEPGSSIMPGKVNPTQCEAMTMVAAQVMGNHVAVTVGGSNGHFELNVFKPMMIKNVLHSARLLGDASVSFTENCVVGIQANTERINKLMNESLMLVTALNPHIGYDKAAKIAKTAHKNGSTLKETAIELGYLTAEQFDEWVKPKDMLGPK
NTMT1 inhibitor: Primary qHTS for Inhibitors of N-terminal methyltransferase 1 (NTMT1): MTaseGlo Assay; AID 1645870, 2021; actives 2.5% (n = 59,000); Potency, µM (highest dose often 114 µM), inactives show at the highest dose activity change, negative = inhibition, actives largely listed as inhibitors; N-terminal Xaa-Pro-Lys N-methyltransferase 1 (Homo sapiens), Q9BV86; NTMT1 MTase-Glo SAH luminescence, purified enzyme;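 also: plate controls were DMSO vehicle for no effect and no enzyme for full effect; nearly all actives have a fitted effect of over 65% in size; many of its hits are not listed in these tables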
Target sequence (Q9BV86 whole entry, looked up): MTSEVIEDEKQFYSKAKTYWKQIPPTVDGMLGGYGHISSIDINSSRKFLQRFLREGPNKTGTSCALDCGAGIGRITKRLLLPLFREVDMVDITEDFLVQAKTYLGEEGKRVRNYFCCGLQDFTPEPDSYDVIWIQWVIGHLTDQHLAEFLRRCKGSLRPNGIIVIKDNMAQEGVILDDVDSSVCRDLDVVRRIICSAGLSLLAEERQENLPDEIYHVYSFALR
* = called active by the depositor; ? = inconclusive; & = joins results of further samples; [ ] = another dose, or the depositor's remark. Calls follow the shape of the dose curve; as a rule, active = well fitted curve in the direction sought with a large enough effect; inconclusive = small, poorly fitted or top-dose-only effect, or another doubt; inactive = no such curve, though single readings can be large; an effect the other way counts as inactive or inconclusive. Unless noted, % is scaled to controls: 0 for no effect and ±100 for the full control effect; potency is read from the fitted curve at half-maximal effect. A portion of the library; count on the stated rates, not on these rows.

Order of results – FH mod	NTMT1 inhibitor
> COc1ccc2cc(OCC3(C(=O)O)CN(C(=O)c4ccc(F)cc4)C3)ccc2c1
    1%	6%[57.5 µM]
> CC(NC(=O)CCc1nc2ccccc2c(=O)[nH]1)c1ccccc1 (stereo not given)
    -6%	0%[57.5 µM]
> O=C1CSC(=O)N1C(CCc1ccncc1)COc1ccc(-c2cccc([N+](=O)[O-])c2)cc1 (stereo not given)
    -5%[53.3 µM]	12%
> COC(=O)C1=CO[C@@H](O[C@@H]2O[C@H](CO)[C@@H](O)[C@H](O)[C@H]2O)[C@@H]2[C@@H](C(=O)OC)[C@@H](O)C(O)[C@H]12 (stereo not given in full)
    -1%[53.3 µM]	-3%[29.8 µM]
> C[C@@H]1CC[C@]2(C(=O)O[C@@H]3O[C@H](CO[C@@H]4O[C@H](CO)[C@@H](O)[C@H](O)[C@H]4O)[C@@H](O)[C@H](O)[C@H]3O)CC[C@]3(C)C(=CCC4[C@@]5(C)CC[C@H](O)[C@](C)(C(=O)O)C5CC[C@]43C)[C@@H]2[C@]1(C)O (stereo not given in full)
    -2%[20.6 µM]	8%[12.6 µM]
> CN(CCCOc1ccc(Cc2ccccc2)cc1)CCC(=O)O
    0%	-1%[57.5 µM]
> CC(=O)O[C@@](C)(C(=O)/C=C/C(C)(C)O)[C@H]1[C@H](O)C[C@@]2(C)[C@@H]3CC=C4[C@@H](C=C(O)C(=O)C4(C)C)[C@]3(C)C(=O)C[C@]12C
    0%[53.3 µM]	-12%[29.8 µM]
> CC[C@H]1OC(=O)[C@H](C)[C@@H](OC2C[C@@](C)(OC)[C@@H](O)[C@H](C)O2)[C@H](C)[C@@H](OC2O[C@H](C)C[C@H](NC)[C@H]2O)[C@](C)(O)C[C@@H](C)CN(C)[C@H](C)[C@@H](O)[C@]1(C)O (stereo not given in full)
    2%	5%[57.5 µM]
> COc1cc2ncnc(Nc3ccc(O)cc3)c2cc1OC
    2%	-11%[57.5 µM]
> Cc1ccc(C(=O)N(CCCN)[C@@H](c2nc3cc(Cl)ccc3c(=O)n2Cc2ccccc2)C(C)C)cc1
    -5%[53.3 µM]	-21%
> COC(=O)CC[C@@H](C)C1CCC2C3CCC4C[C@H](OC(C)=O)CCC4(C)C3C[C@H](O)C21C (stereo not given in full)
    -15%	-7%[57.5 µM]
> CC(=O)c1ccc2c(c1)C(O)C(C(C)(C)O)O2 (stereo not given)
    4%	0%[57.5 µM]
> CN(C)CC/C=C1\c2ccccc2Sc2ccc(Cl)cc21
    -4%[53.3 µM]	-23%[57.5 µM]
> CC(C)(C)NC(=O)[C@@H]1CN(Cc2cccnc2)CCN1C[C@@H](O)C[C@@H](Cc1ccccc1)C(=O)N[C@H]1c2ccccc2C[C@H]1O
    0%	?
> COCCn1c2c([n+](Cc3cnccn3)c1C)C(=O)c1ccccc1C2=O
    22µM*	?
> C[C@H]1O[C@H](O[C@H]2[C@H](O)[C@@H](O)[C@@H](O[C@H]3[C@H](O)[C@@H](O)[C@H](O)O[C@@H]3CO)O[C@@H]2CO)[C@H](O)[C@@H](O)[C@@H]1N[C@H]1C=C(CO)[C@@H](O)[C@H](O)[C@H]1O
    5%[53.3 µM]	-6%[57.5 µM]
> Cn1nccc1-c1ccccc1Oc1ccc(S(=O)(=O)Nc2nccs2)cc1C#N
    -2%	4%[57.5 µM]
> O=C(Nc1ccc(-n2nc(C(F)(F)F)cc2C(F)(F)F)cc1)c1ccncc1F
    2%	-4%[57.5 µM]
> C[C@@H](NC(=O)c1cc(C(=O)N[C@@H](Cc2ccccc2)[C@H](O)CNC2CC2)cc(N(C)S(C)(=O)=O)c1)c1ccccc1
    3%	5%[57.5 µM]
> Oc1ccc(Cl)cc1Sc1cc(Cl)ccc1O
    -23%[53.3 µM]	4%[57.5 µM]
> COC(=O)C1=CO[C@@H](O[C@@H]2O[C@H](CO)[C@@H](O)[C@H](O)[C@H]2O)[C@@H]2C(COC(C)=O)=C[C@H](O)[C@H]12
    -1%[53.3 µM]	5%[29.8 µM]
> CN(C)c1nc2c(Br)c(Br)c(Br)c(Br)c2[nH]1
    -12%	-9%
> COc1cc(C(=O)OC[C@H]2O[C@@H](Oc3ccccc3/C=C/C(=O)O)[C@H](O)[C@@H](O)[C@@H]2O)cc(OC)c1OC
    -2%[53.3 µM]	1%[29.8 µM]
> CCOC(=O)c1ccnc(CNCC(=O)N(CC)CCN(C)C)c1
    21%	4%
> CC(=O)OCC(=O)[C@@]1(O)CCC2C3CCC4=CC(=O)CC[C@]4(C)C3[C@@H](O)C[C@@]21C (stereo not given in full)
    -2%[53.3 µM]	9%[57.5 µM]
> Nc1ncnc2c1ncn2CCNCCCCCO
    7%	1%[57.5 µM]
> CC(=O)C1=C(O)C2c3c[nH]c4cccc(c34)CC2C(C)(C)N(C)C1=O (stereo not given)
    -5%	?
> O=C(C1=CCN2c3c(cccc31)OC[C@H]2CN1CCOCC1)c1cccc2ccccc12
    -23%	-12%[57.5 µM]
> CCN(c1cc(-c2ccc(CN3CCOCC3)cc2)cc(C(=O)NCc2c(C)cc(C)[nH]c2=O)c1C)C1CCOCC1
    2%	3%
> NC(=O)c1nnn(Cc2cc(Cl)c(C(=O)c3ccc(Cl)cc3)c(Cl)c2)c1N
    -1%[53.3 µM]	-28%[57.5 µM]
> O=C(O)c1cc(=O)[nH]c(=O)[nH]1
    3%&-9%[53.3 µM]	?
> CCOC(=O)N1CCN([N+]([O-])=NOc2ccc([N+](=O)[O-])cc2C#N)CC1
    3%[53.3 µM]	-8%[57.5 µM]
> O=C(Nc1ccc(Oc2ccc(Cl)cc2)c(Cl)c1)c1cc(I)cc(I)c1O
    -18%[53.3 µM]	?
> CC(=O)OC1CC(C)C2(CCC3(CC(=O)OC3O)O2)C2(C)CCCC(C)(C)C12 (stereo not given)
    1%[53.3 µM]	-19%[29.8 µM]
> Cc1ccc(C(=O)C(=O)O)cc1C
    -13%[53.3 µM]	?
> OCc1ccc(-c2nn(Cc3ccccc3)c3ccccc23)o1
    -26%&3%[53.3 µM]	?
> C#Cc1cccc(Nc2ncnc3cc(OCCOC)c(OCCO)cc23)c1
    3%[53.3 µM]	35µM*
> Cc1[nH]c2ccccc2c1CCNCc1ccc(C=CC(=O)NO)cc1
    7%[53.3 µM]	-1%[57.5 µM]
> CC[C@@H]1C=C(C)C[C@H](C)C[C@H](OC)[C@H]2O[C@@](O)(C(=O)C(=O)N3CCCC[C@@H]3C(=O)O[C@H](C(C)=C[C@@H]3CC[C@H](Cl)[C@H](OC)C3)[C@H](C)[C@@H](O)CC1=O)[C@H](C)C[C@H]2OC
    -16%[53.3 µM]	?
> COC(=O)[C@H](Cc1cccc(C(=N)N)c1)[C@@H](C)NC(=O)c1ccc(-c2cc[n+]([O-])cc2)cc1
    0%	0%[57.5 µM]
> COc1ccc(C=Cc2cc(OC)c(OC)c(OC)c2)cc1O
    -3%[53.3 µM]	-9%[57.5 µM]
> Cc1cccc(C)c1OCC(=O)N[C@@H](Cc1ccccc1)[C@@H](O)C[C@H](Cc1ccccc1)NC(=O)[C@H](C(C)C)N1CCCNC1=O
    -9%&-5%[53.3 µM]	19%&37%[57.5 µM]
> CON(C)C(=O)N1N=C(c2cc(F)ccc2F)S[C@]1(CCCN)c1ccccc1
    -7%[53.3 µM]	-11%[57.5 µM]
> CCNC(=O)C1CC(F)(c2ccc(CN3CCCC3)c(F)c2)C1 (stereo not given)
    -16%	8%[57.5 µM]
> CCC(C)CC(=O)OC1C(=O)C(CO)=CC(O)C1C(C)C (stereo not given)
    -6%	?
> CC1CCC2C(C)(C)C(O)CCC2(C)C12Cc1c(O)cc3c(c1O2)CN(C(CCCN=C(N)N)C(=O)O)C3=O (stereo not given)
    7%[53.3 µM]	-3%[29.8 µM]
> CCC(C)C1NC(=O)C2CCCN2C(=O)C(C(C)C)NC(=O)c2ccccc2NC(=O)C(Cc2ccc(O)cc2)NC(=O)C(C)NC(=O)C(C(C)O)NC1=O (stereo not given)
    4%[20.6 µM]	6%[12.6 µM]
> Cc1cc(-c2ccc(/C=C3\SC(=Nc4ccc(Cl)c(C(=O)O)c4)NC3=O)o2)c([N+](=O)[O-])cc1C
    25µM*	25µM*
> O=C(COCC(=O)N1CCN(C(c2ccccc2)c2ccccc2)CC1)Nc1ccc(Cl)cc1C(=O)O
    -2%	16%
> COc1cc(C2CC(=O)Nc3c2cc(Br)c2ccccc32)cc(OC)c1OC (stereo not given)
    -17%	31%[57.5 µM]
> COc1ccc(CCCN2CCC(COC(c3ccccc3)c3ccccc3)CC2)cc1
    -1%	4%[57.5 µM]
> c1ccc(Cc2ncc3c(n2)CCNCC3)cc1
    3%	32%[activator][57.5 µM]
> Cc1ccc(S(=O)(=O)Nc2nc3ccccc3nc2Nc2ccc3nsnc3c2)cc1
    ?	16%[57.5 µM]
> CN1[C@@H]2CC[C@H]1CC(OC(=O)c1c[nH]c3ccccc13)C2 (stereo not given in full)
    0%	0%&41%[57.5 µM]
> Cc1ccnc(NS(=O)(=O)c2ccc(NC(=O)Nc3ccc(S(=O)(=O)Nc4nccc(C)n4)cc3)cc2)n1
    -5%	2%&-1%[57.5 µM]
> Cc1ncc(CCCN(C)C)cc1Nc1ncc2c(n1)-c1ccc(C(F)(F)F)cc1NC(=S)C2
    23%	32µM*
> O=c1[nH]sc2cc(Cl)ccc12
    0%[53.3 µM]	2.8µM*
> CC(C)(O)CNc1nc(Nc2ccnc(C(F)(F)F)c2)nc(-c2cccc(C(F)(F)F)n2)n1
    4%[53.3 µM]	?
> COCCCN1CCC(NC(=O)c2cc(Cl)c(N)c3c2OCC3)CC1
    -7%&0%[53.3 µM]	?
> CCOc1ccc(NC(=O)CC(C)O)cc1 (stereo not given)
    6%[53.3 µM]	5%[57.5 µM]

(cont.)
Order of results – FH mod	NTMT1 inhibitor
> CC1(C)SC2C(NC(=O)[C@H](C(=O)O)c3ccsc3)C(=O)N2C1C(=O)O (stereo not given in full)
    9%	13%[57.5 µM]
> C[C@]12C=CC(=O)C=C1[C@@H](F)C[C@@H]1[C@@H]2[C@@H](O)C[C@@]2(C)[C@H]1CC[C@]2(O)C(=O)CO
    -4%[53.3 µM]	-4%[57.5 µM]
> C=C[C@H]1[C@H](O[C@@H]2O[C@H](CO)[C@@H](O)[C@H](O)[C@H]2O)OC=C2C(=O)N3Cc4c([nH]c5ccccc5c4=O)[C@@H]3C[C@H]21
    0%[53.3 µM]	-7%[29.8 µM]
> CNC(=O)c1c(-c2ccc(F)cc2)oc2cc(N(CCO)S(C)(=O)=O)c(C3CC3)cc12
    9%	23%&13%[57.5 µM]
> COC(=O)C1=C[C@@H](O)[C@@H](O)[C@H](O[C@@H]2O[C@H](COC(=O)/C=C/c3ccccc3)[C@@H](O)[C@H](O)[C@H]2O)C1
    0%[53.3 µM]	-15%[29.8 µM]
> CC(C)c1ccc2c(c1)C(O)CC1C(C)(CO)CCCC21C (stereo not given)
    -1%	8%[57.5 µM]
> CN(CC1(C)CCCO1)S(=O)(=O)c1ccc(Cl)c(S(N)(=O)=O)c1 (stereo not given)
    5%[53.3 µM]	7%[57.5 µM]
> NCCCC(N)CC(=O)NCC1NC(=O)C(CO)NC(=O)C(N)CNC(=O)C(C2CCN=C(N)N2)NC(=O)C(=CNC(N)=O)NC1=O (stereo not given)
    -6%[0.673 µM]	19%[0.501 µM]
> CCC/C=C/C=C/C1CC(O)C(O)C(=O)C1CO (stereo not given)
    1%	-15%[57.5 µM]
> CC[C@H](C)[C@H](NC(=O)[C@H]([C@@H](C)CC)N(C)C(C)=O)C(=O)N[C@H](C(=O)N[C@@H](CC(C)C)C(=O)[C@@]1(C)CO1)[C@@H](C)O
    -8%	-3%[57.5 µM]
> CC(=O)N[C@H](Cc1c[nH]c2ccccc12)C(=O)OCc1cc(C(F)(F)F)cc(C(F)(F)F)c1
    -15%	?
> C=CCSCC1Nc2cc(Cl)c(S(N)(=O)=O)cc2S(=O)(=O)N1 (stereo not given)
    0%[53.3 µM]	-11%[57.5 µM]
> Cc1cc(O)c2c(c1)C(=O)c1cc(O)cc(O)c1C2=O
    ?	?
> COC(=O)[C@@]1(c2ccc(C)cc2)C[C@H]1CN1CCC(O)(c2ccccc2)CC1
    -5%	?

Another view of some results above:
molecule	FH mod	NTMT1 inhibitor
COC(=O)C1=C[C@@H](O)[C@@H](O)[C@H](O[C@@H]2O[C@H](COC(=O)/C=C/c3ccccc3)[C@@H](O)[C@H](O)[C@H]2O)C1	0%[53.3 µM]	-15%[29.8 µM]
CNC(=O)c1c(-c2ccc(F)cc2)oc2cc(N(CCO)S(C)(=O)=O)c(C3CC3)cc12	9%	23%&13%[57.5 µM]
CN(CC1(C)CCCO1)S(=O)(=O)c1ccc(Cl)c(S(N)(=O)=O)c1 (stereo not given)	5%[53.3 µM]	7%[57.5 µM]
C=C[C@H]1[C@H](O[C@@H]2O[C@H](CO)[C@@H](O)[C@H](O)[C@H]2O)OC=C2C(=O)N3Cc4c([nH]c5ccccc5c4=O)[C@@H]3C[C@H]21	0%[53.3 µM]	-7%[29.8 µM]
C=CCSCC1Nc2cc(Cl)c(S(N)(=O)=O)cc2S(=O)(=O)N1 (stereo not given)	0%[53.3 µM]	-11%[57.5 µM]
CC1(C)SC2C(NC(=O)[C@H](C(=O)O)c3ccsc3)C(=O)N2C1C(=O)O (stereo not given in full)	9%	13%[57.5 µM]

High-throughput results from PubChem BioAssay.
